# Assay outcomes deposited in PubChem by several laboratories.
# Ec RNAP inh: E. coli RNAP inhibitors, biochemical | E. coli RNA polymerase, fluorescence transcription assay | inhibition, %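 (tested at 10 µM)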 | DNA-directed RNA polymerase subunit beta (Escherichia coli (strain K12)), P0A8V2 | 62,000 tested, 0.2% active; in the data active = inhibition above about 20%;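 also: 0% = enzyme without compound and 100% = no enzyme blank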
# Target sequence (P0A8V2 whole entry, looked up): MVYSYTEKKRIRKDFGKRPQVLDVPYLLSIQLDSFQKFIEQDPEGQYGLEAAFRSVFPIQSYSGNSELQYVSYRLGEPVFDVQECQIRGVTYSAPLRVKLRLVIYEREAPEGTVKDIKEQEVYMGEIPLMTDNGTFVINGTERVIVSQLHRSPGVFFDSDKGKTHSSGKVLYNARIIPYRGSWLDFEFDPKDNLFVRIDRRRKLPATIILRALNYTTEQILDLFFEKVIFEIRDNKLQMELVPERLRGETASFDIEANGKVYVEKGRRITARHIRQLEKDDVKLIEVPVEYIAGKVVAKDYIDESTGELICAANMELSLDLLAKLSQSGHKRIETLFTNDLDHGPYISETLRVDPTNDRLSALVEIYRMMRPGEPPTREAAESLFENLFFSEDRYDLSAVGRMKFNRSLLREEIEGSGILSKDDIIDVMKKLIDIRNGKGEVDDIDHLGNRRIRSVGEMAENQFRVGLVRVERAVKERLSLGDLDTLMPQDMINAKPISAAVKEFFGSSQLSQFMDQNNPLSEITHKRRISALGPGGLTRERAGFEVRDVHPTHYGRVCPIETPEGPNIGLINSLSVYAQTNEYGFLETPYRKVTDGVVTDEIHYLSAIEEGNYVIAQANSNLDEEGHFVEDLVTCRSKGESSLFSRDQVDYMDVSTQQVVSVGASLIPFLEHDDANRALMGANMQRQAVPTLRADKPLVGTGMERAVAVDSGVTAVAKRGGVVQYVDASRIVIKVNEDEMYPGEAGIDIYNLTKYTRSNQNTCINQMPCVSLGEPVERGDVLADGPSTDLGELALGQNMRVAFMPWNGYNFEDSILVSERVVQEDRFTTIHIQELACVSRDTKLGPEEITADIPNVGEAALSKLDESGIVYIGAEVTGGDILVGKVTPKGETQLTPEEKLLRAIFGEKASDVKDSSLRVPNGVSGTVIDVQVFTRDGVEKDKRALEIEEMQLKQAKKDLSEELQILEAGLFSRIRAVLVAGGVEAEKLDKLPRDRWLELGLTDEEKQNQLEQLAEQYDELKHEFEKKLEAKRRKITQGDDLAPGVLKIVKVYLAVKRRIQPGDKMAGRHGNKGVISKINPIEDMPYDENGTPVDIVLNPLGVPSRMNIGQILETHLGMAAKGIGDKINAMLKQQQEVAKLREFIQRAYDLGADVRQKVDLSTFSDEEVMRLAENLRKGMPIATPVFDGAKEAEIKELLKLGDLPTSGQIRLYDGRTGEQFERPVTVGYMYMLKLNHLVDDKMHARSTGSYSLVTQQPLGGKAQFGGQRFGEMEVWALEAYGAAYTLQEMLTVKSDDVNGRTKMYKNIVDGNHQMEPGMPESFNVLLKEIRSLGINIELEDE
# SF-1 act: activators of human SF-1, primary screen, cell-based, CHO-K1, Gal4-SF-1 LBD, luciferase luminescence. Steroidogenic factor 1 (Homo sapiens), Q13285. CHO-K1 Gal4-SF-1 LBD luciferase reporter; % increase over DMSO SF-1-specific signal. activation, % at 10 µM. 65,000 tested, 1.9% active. AID 522, 2006;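 active = activation above the mean activation of all tested compounds plus 3 SD, cut at about 50% in these data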
#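 Test system: CHO-K1 cells co-transfected with Gal4 DBD–human SF-1 LBD, 5xGal4 luciferase reporter. Quantity: 4,000 cells per well. Compound: 10 µM only. Incubation: compound added 1 h post-seeding, 20 h exposure at 37 °C, 5% CO2. Detection: SteadyLite luciferase luminescence. Replication: one test per compound.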
# M1 antagonist: antagonists of rat M1 muscarinic receptor. Muscarinic acetylcholine receptor M1 (Rattus norvegicus), P08482. CHO-M1 cells, Fluo-4 calcium, ACh EC80 antagonist mode; active compounds read low. B-score at 10 µM. 64,000 tested, 3.4% active;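 active = calcium fluorescence response, raw or row-and-column corrected B-score, differing from the plate sample mean either way at a set confidence level, mostly lower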
# RORA act: activators of orphan receptor RORA, primary screen, cell-based, luminescence. activation, % at 10 µM. Nuclear receptor ROR-alpha (Homo sapiens), P35398. CHO-K1 Gal4-RORA LBD luciferase reporter; percent increase over mock-subtracted basal signal. 65,000 tested, 1.5% active;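 active = activation above the mean of all tested compounds plus 3 SD, cut at about 49% in these data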;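 also: 0% = DMSO-treated RORA cells and 100% = added signal equal to DMSO minus mock-transfected cells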
# Autofluor 339: intrinsic fluorescence of library compounds, ex339/em460 – biochemical, MLSMR library, data from DPM-DC assay, artefact control, profiling panel | compound autofluorescence, ex339/em460 nm, NADH buffer; active compounds read high; 1 = no-compound wells, NADH background | fluorescence fold increase at 10 µM | 65,000 tested, 5.5% active | AID 709, 2007;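 active = at 10 µM, mean starting fluorescence two-fold or more over control wells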;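 also: signal is the first read of a kinetic run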
# M1 agonist: M1 muscarinic receptor agonists, primary screen, CHO-M1 cells, Fluo-4 calcium, agonist mode; 64,000 tested, 3% active; AID 626, 2007; Fluo-4 calcium fluorescence; active compounds read high; B-score at 10 µM;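 active = fluorescence rise, raw or as B-score row- and column-corrected plate score, outside the 99.7% band of its plate's samples, either direction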
# NADH coupling: inhibitors of PK/LDH coupling enzymes, profiling panel, artefact control, biochemical, MLSMR library | coupled PK/LDH NADH assays, four targets | IC50, µM (series often up to 10 µM), for inactives: top-dose inhibition | 65,000 tested, 0.02% active;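 active = single-dose screening hits from any of four coupled enzyme assays that gave an IC50 when retested across doses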;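 also: the DPM-DC format reads NADH fluorescence rather than 340 nm absorbance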
# TNAP act DEA: human TNAP enzyme activators, primary screen, biochemical, luminescent, intermediate phosphate acceptor level; AID 813, 2007; 64,000 tested, under 10 active; purified TNAP, CDP-star luminescence, 100 mM DEA, 30 min; active compounds read high; scale: 0 levamisole-inhibited, 1 vehicle-only enzyme; Alkaline phosphatase, tissue-nonspecific isozyme (Homo sapiens), P05186; activation factor at 20 µM;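 active = activation factor of at least 2 at 20 µM, relative to controls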
# Ecoli tolC: growth inhibitors of E. coli tolC mutant, primary screen, strain BW25113 ΔtolC::kan, 384-well. OD615. growth inhibition, % at 10 µM (by protocol). 65,000 tested, 2.2% active. AID 573, 2007;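 active = growth inhibition at or above a cutoff equal to the mean over every tested compound plus 3 SD, cut at about 60% in these data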;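 also: growth measured after 20 h incubation at 37 °C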
#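 signal = optical density read at 615 nm | test system = E. coli ΔtolC::kan strain BW25113 | timing = 20 h compound exposure of bacteria at 37 °C | buffer or medium = LB medium plus 50 µg/mL kanamycin | compound dosing = 10 µM final, single dose | evaluation = % inhibition of E. coli growth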
# * = called active by the depositor; · = not tested or not shown; [ ] = another dose, or the depositor's remark.
SMILES,Ec RNAP inh,SF-1 act,M1 antagonist,RORA act,Autofluor 339,M1 agonist,NADH coupling,TNAP act DEA,Ecoli tolC
CCc1ccc(C2CC(c3cccc(Cl)c3)n3nc(N)nc3N2)cc1 (stereo not drawn),7,-7,1.7,-13,1.3,1.1,4%,0.9,33
Cc1ccc2c(COn3nnc4ccc(S(=O)(=O)N(C)C)cc43)cc(=O)oc2c1C,5,-10,-0.019,-18,1.2,21*,3%,0.9,10
COc1cccc(C(c2nnnn2Cc2ccc(F)cc2)N2CCC(C(N)=O)CC2)c1OC (stereo not drawn),-3,11,-0.42,-18,1.1,0.52,1%,1,-19
CCOC(=O)c1ccc(CNC(=O)C2CCCCC2C(=O)OCC(F)(F)F)o1 (stereo not drawn),4,-1,0.73,-13,1.1,-0.79,3%,1,-10
COc1ccc(C2C3C(=O)N(Cc4ccccc4)C(=O)C3ON2c2ccccc2)c(OC)c1OC (stereo not drawn),7,13,-2.9*,-14,1.1,0.26,8%,0.9,42
Cc1cc(NC(=O)COc2ccccc2)n(-c2ccccc2)n1,4,-2,9.2e-05,3,1.1,-0.63,6%,0.9,-8
CCOc1ccc(CC(=O)C2C(=O)CCCC2=O)cc1OCC,-3,1,0.32,-6,1.1,-0.41,8%,1.1,-10
Clc1ccccc1OCc1nc(-c2ccccn2)no1,8,18,-0.31,-5,1.1,-0.6,0%,1,4
CCOc1ccccc1N1CCN(C(=O)c2c(C)noc2C)CC1,10,3,0.13,-13,1.1,-0.32,7%,1,-4
Cc1nc2sccn2c1P(c1c(C)nc2sccn12)c1c(C)nc2sccn12,1,10,0.11,0,1,-0.17,6%,0.9,-1
O=C(COC(=O)C1CC2C=CC1C2)NCc1ccco1 (stereo not drawn),11,-10,-0.61,-19,0.83,0.017,12%,0.9,-17
CC(=O)N(Cc1cc2cc(C)c(C)cc2n2nnnc12)CC1COCCO1 (stereo not drawn),3,-3,0.016,-9,1.1,0.24,6%,1,-1
Cn1c(/N=C/c2cccs2)nc2ccccc21,0,-18,-0.27,-15,1.1,1.2,3%,1,-9
S=C(c1ccc(-c2cc(Cl)ccc2Cl)o1)N1CCOCC1,-8,27,-0.45,-3,1,-1.3,1%,0.9,59
COc1ccc(-c2cc3ccccc3oc2=O)cc1NC(=O)c1ccc(Br)o1,-3,-2,0.38,8,3.8*,-0.95,1%[fluoresces],1,-22
CCCc1cc(=O)[nH]c(SCc2ccc(C#N)cc2)n1,·,-6,1.2,-8,1.1,1.3,5%,1,15
COc1ccc(-n2c(SCC(=O)N3CCCCC3)nnc2-c2cccnc2)cc1,5,6,-0.0061,-6,1.1,0.34,2%,1,-2
COc1ccc(CNS(=O)(=O)c2ccc(S(=O)(=O)N3CCCCC3)cc2)cc1,3,1,-1.2,-20,1.1,-0.34,6%,0.9,-6
COC(=O)Nc1sc2c(c1C(=O)N1CCOCC1)CCC(C)C2 (stereo not drawn),-7,4,0.25,-13,1.1,-1.4,4%,0.9,-12
CCOC(=O)C1CCCN(C(=O)c2ccccc2Oc2ccccc2)C1 (stereo not drawn),3,10,0.36,-19,1,0.48,2%,1,19
CCCn1c(SCC(=O)N2CCc3ccccc3C2)nc2c1c(=O)n(C)c(=O)n2C,7,-10,-0.089,10,1,-0.17,3%,0.9,3
COc1ccc(-n2nnnc2-c2cccc(OC)c2)cc1,1,13,1.3,2,1,0.84,3%,0.9,-3
CCOc1ccccc1-n1nnnc1SCC(=O)NC(=O)NCc1ccco1,4,4,-0.26,-7,1.1,3.3*,7%,0.9,11
CCN1CCN(C(c2cccs2)C(C)NC(=O)c2ccccc2)CC1 (stereo not drawn),3,-5,0.0019,-17,1,0.11,3%,0.9,-4
O=C(NCc1ccc2c(c1)OCO2)C1CCCN(S(=O)(=O)c2cccnc2)C1 (stereo not drawn),5,13,0.61,-10,1,0.088,2%,0.8,-10
# New compounds follow
SMILES,Ec RNAP inh,SF-1 act,M1 antagonist,RORA act,Autofluor 339,M1 agonist,NADH coupling,TNAP act DEA,Ecoli tolC
Cn1c(=O)cc(OCCCC(=O)NC2CCCC2)c2ccccc21,3,-24,0.046,-13,1.1,0.52,4%,1,-10
COc1cc(N)ccc1NC(=O)c1cccs1,5,-2,-0.0015,-8,1.1,1.3,3%,0.9,-11
CC(C)C(NC(=O)C1CCCCC1)C(=O)NCc1ccccn1 (stereo not drawn),5,-4,0.99,-10,1.1,0.1,6%,1,-18
CN(C(=O)c1ccccc1Cl)c1ccccc1,-2,-8,-0.25,16,1,-0.3,2%,0.9,3
N=c1oc2ccc3ccccc3c2cc1-c1nnc2n1CCCCC2,-19,0,-0.17,0,2.1*,1.1,9%[fluoresces],1,-4
COc1ccc(C(C#N)C2(C)OCCO2)cc1OC (stereo not drawn),·,13,0.83,2,1.1,-0.8,2%,0.9,-4
COc1cccc(-c2nc(CS(=O)CC(=O)NCc3ccc4c(c3)OCO4)c(C)o2)c1 (stereo not drawn),3,-7,0.68,-10,1.1,-0.025,4%,1,9
CCn1c(SCC(=O)Nc2ccc3c(c2)OCO3)nnc1-c1ccccc1O,3,-6,0.062,5,1.1,0.64,3%,0.8,42
CCn1c(Cc2ccc(OC)cc2)nnc1SCC(=O)Nc1cccc(C(=O)OC)c1,9,-3,-0.11,-12,1,-0.78,3%,0.9,6
CCCNc1nc2c(c(=O)[nH]c(=O)n2C)n1CCCc1ccccc1,0,0,-0.18,-2,1.1,1,6%,0.9,-15
Cc1nc2nc[nH]n2c(=O)c1NC(=O)c1cccc(OCC(C)C)c1,6,4,0.34,-12,1.1,1.1,6%,0.9,-19
CC(CCc1ccccc1)NC(=O)C1CCN(S(=O)(=O)c2cnc[nH]2)CC1 (stereo not drawn),12,-6,1.7,-11,1,-0.15,3%,0.8,-13
Cc1ccc(N(CC(=O)N2CC(=O)Nc3ccccc32)S(=O)(=O)c2ccc3c(c2)OCCO3)cc1,10,-9,-0.73,-4,1.1,0.46,3%,1,17
COCCNC(=O)CC(NS(=O)(=O)c1ccc(NC(C)=O)cc1)C(C)C (stereo not drawn),9,18,-0.37,-10,0.99,-0.26,11%,0.9,-17
CCCC(=O)Nc1ccc(Cl)c(NC(=O)c2cccnc2)c1,7,-2,0.0012,-6,1.1,0.085,2%,0.9,-12
Cc1ccc(N2CC(C(=O)NC3CCSC3=O)CC2=O)cc1 (stereo not drawn),0,4,0.91,-5,1,0.22,6%,0.8,-25
N#CCCN1CCN(S(=O)(=O)c2ccc(S(=O)(=O)NC3CCCC3)cc2)CC1,7,12,-0.39,5,1,1.2,1%,0.8,-4
O=C(N1CCCCCC1)N1CCN(S(=O)(=O)N2CCCCC2)CC1,6,18,-0.49,5,1.1,0.0066,2%,0.9,-3
COc1ccc(OC)c(S(=O)(=O)N2CCC(C(=O)Nc3ccc(C)c(C)c3)CC2)c1,3,-23,-0.97,1,1.2,15*,2%,1,34
O=C(OCC(=O)N1CCOCC1)c1ccc2c(c1)OCCO2,8,6,-0.016,-3,1.1,1.8,5%,0.9,-21
Cn1c(C(=O)NCCCN2CCCCC2)cc2sccc21,-9,9,-1.2,10,1.2,-0.51,5%,1,-2
N#Cc1cn(CC(=O)O)c2ccccc12,6,6,0.69,-6,1.1,-0.0033,9%,1,-16
O=C(NCc1ccccc1)c1ccc2c(c1)OCCO2,5,1,-0.13,-11,1,-0.38,6%,0.9,4
O=C1c2ccccc2C(Nc2ccc3c(c2)OCCO3)N1Cc1ccco1 (stereo not drawn),-1,-6,-0.66,-4,1.1,0.85,2%,0.9,0
CCn1ncc(C(=O)Nc2ccc(S(=O)(=O)N3CCCC3)cc2)c1C,3,17,0.16,5,1.1,-0.25,6%,1,10

# Part of the list above, with tabs:
compound	Ec RNAP inh	SF-1 act	M1 antagonist	RORA act	Autofluor 339	M1 agonist	NADH coupling	TNAP act DEA	Ecoli tolC
Cn1c(=O)cc(OCCCC(=O)NC2CCCC2)c2ccccc21	3	-24	0.046	-13	1.1	0.52	4%	1	-10
COc1cc(N)ccc1NC(=O)c1cccs1	5	-2	-0.0015	-8	1.1	1.3	3%	0.9	-11
CC(C)C(NC(=O)C1CCCCC1)C(=O)NCc1ccccn1 (stereo not drawn)	5	-4	0.99	-10	1.1	0.1	6%	1	-18
CN(C(=O)c1ccccc1Cl)c1ccccc1	-2	-8	-0.25	16	1	-0.3	2%	0.9	3
N=c1oc2ccc3ccccc3c2cc1-c1nnc2n1CCCCC2	-19	0	-0.17	0	2.1*	1.1	9%[fluoresces]	1	-4
COc1ccc(C(C#N)C2(C)OCCO2)cc1OC (stereo not drawn)	·	13	0.83	2	1.1	-0.8	2%	0.9	-4
COc1cccc(-c2nc(CS(=O)CC(=O)NCc3ccc4c(c3)OCO4)c(C)o2)c1 (stereo not drawn)	3	-7	0.68	-10	1.1	-0.025	4%	1	9
CCn1c(SCC(=O)Nc2ccc3c(c2)OCO3)nnc1-c1ccccc1O	3	-6	0.062	5	1.1	0.64	3%	0.8	42
CCn1c(Cc2ccc(OC)cc2)nnc1SCC(=O)Nc1cccc(C(=O)OC)c1	9	-3	-0.11	-12	1	-0.78	3%	0.9	6
CCCNc1nc2c(c(=O)[nH]c(=O)n2C)n1CCCc1ccccc1	0	0	-0.18	-2	1.1	1	6%	0.9	-15
Cc1nc2nc[nH]n2c(=O)c1NC(=O)c1cccc(OCC(C)C)c1	6	4	0.34	-12	1.1	1.1	6%	0.9	-19
CC(CCc1ccccc1)NC(=O)C1CCN(S(=O)(=O)c2cnc[nH]2)CC1 (stereo not drawn)	12	-6	1.7	-11	1	-0.15	3%	0.8	-13

# Further results.
SMILES,Ec RNAP inh,SF-1 act,M1 antagonist,RORA act,Autofluor 339,M1 agonist,NADH coupling,TNAP act DEA,Ecoli tolC
O=C(CCNS(=O)(=O)c1ccc(Cl)cc1)NCc1ccccn1,5,-12,0.014,-5,1.1,-0.01,3%,1,-3
CCOC(=O)c1c(C)[nH]c(C(=O)COC(=O)c2cn(CC)c3nc(C)ccc3c2=O)c1C,5,1,0.18,25,1.1,-0.31,4%,1,5
CCCN1CCN(C(=O)CCCNC(=O)Cn2cnc3sc(C)c(C)c3c2=O)CC1,0,-8,0.44,3,1.1,0.56,6%,1,-28
CCc1ccccc1OCC(=O)Nc1ccc(S(N)(=O)=O)cc1,-5,-6,0.67,-9,1.1,-0.75,5%,0.9,-12
Cc1noc(C)c1CSc1nnc2sc3ccccc3n12,3,-6,0.26,3,1.1,-0.05,7%,0.9,-5
CC1(C(=O)CSc2nc3ccccc3s2)CCC(=O)O1 (stereo not drawn),8,0,0.32,-22,1,-0.66,2%,0.9,-7
COc1ccc(CCNC(=O)C2CCN(Cc3nc(-c4ccccc4F)oc3C)CC2)cc1OC,-2,-20,-1.1,2,1.1,-1.5,5%,0.9,-4
